MKP-3 inhibition – inhibition of rat DUSP6 enzyme activity – biochemical, in vitro, primary screen (AID 425) | inhibition, % at 20 µM, or IC50 in µM where a hit was titrated | recombinant MKP-3 phosphatase activity, fluorescence; higher % means a stronger effect | hit rate 0.17% among 110,000; in the data active = inhibition above about 50%;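 note: plate controls were vehicle for no effect and reference inhibitor for full effect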
Hsp70 displacement – Hsp70 inhibitors, probe displacement, primary screen, biochemical, fluorescence polarization (AID 583); Hsp70 fluorescence polarization probe displacement, mP; higher % means a stronger effect; displacement, % at 20 µM, or IC50 in µM where a hit was titrated; hit rate 0.06% among 140,000; in the data active = displacement above about 50%;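 note: plate controls were vehicle for no effect and reference ligand for full effect; a part of the inactive calls stands beside numbers as strong as those of hits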
The depositor's hits bear a star; / = not tested or not shown; & = joins results of further samples. The list is partial; the hit share may differ from the screen's.

The first 2 entries, ahead of the listing:
Each structure is followed by: MKP-3 inhibition | Hsp70 displacement
Cc1cc(/C=N\O)c(C)n1-c1ccncc1
→ -7% | 0.1%
CSc1ccccc1NC(=O)CN(C)S(=O)(=O)c1ccc(F)cc1
→ / | -1.3%

This part in full (from the top)
Each structure is followed by: MKP-3 inhibition | Hsp70 displacement
Cc1cc(/C=N\O)c(C)n1-c1ccncc1
→ -7% | 0.1%
CSc1ccccc1NC(=O)CN(C)S(=O)(=O)c1ccc(F)cc1
→ / | -1.3%
O=c1cc(-c2ccccc2)nc2nc(-c3ccco3)[nH]n12
→ -12% | 2.3%
CCOCc1nnc(NC(=O)CSc2ccccc2)s1
→ -9% | 5.7%
CCOC(=O)N1CCN(C(=O)c2ccc3c(=O)n(CCC4=CCCCC4)c(=O)[nH]c3c2)CC1
→ -2% | 7.4%
CCCCOc1ccc(/C=N\Nc2cc(-n3nc(C)cc3C)nc(C)n2)cc1
→ 1% | -0.2%
CCN(C(=O)CSc1nnc(-c2ccncc2)n1C)C1CCS(=O)(=O)C1 (stereo not given)
→ / | -3.3%
NS(=O)(=O)c1cccc(NC(=O)c2cccc3ccccc23)c1
→ 4% | -4.3%
CC(C)Cn1c(N)c(C(=O)COC(=O)CC23CC4CC(CC(C4)C2)C3)c(=O)n(C)c1=O
→ / | -2.4%
CC(C)COC(=O)C(C)Nc1n[nH]c(=O)[nH]c1=O (stereo not given)
→ 2% | 1.2%
CC(C)C(NC(=O)c1ccccc1)C(=O)OCC(=O)Nc1ccc(S(N)(=O)=O)cc1 (stereo not given)
→ -4% | -0.9%
COc1cc(/C(C)=N/N2CCN(Cc3ccc(C)cc3)CC2)ccc1O
→ 1% | 0.1%
CCOc1ccc(NC(=O)C2CCN(S(=O)(=O)c3c(C)n[nH]c3C)CC2)cc1
→ 3% | -4.1%
COc1ccccc1N/N=C(/C#N)C(N)=S
→ 0% | -1.4%
Cc1cc(C)c2cc(CN(Cc3cccs3)Cc3nnnn3CC3CCCO3)c(=O)[nH]c2c1 (stereo not given)
→ 2% | 3.9%
COc1cc(CCC(=O)OCC(=O)Nc2ncc(Cl)cc2Cl)cc(OC)c1OC
→ -12% | 9.6%
COc1cccc(C2/C(=C(\O)c3ccc([N+](=O)[O-])cc3)C(=O)C(=O)N2CCCCCC(=O)O)c1 (stereo not given)
→ 2% | -2.9%
Cc1cc(C)nc(NS(=O)(=O)c2ccc(NC(=O)c3ccco3)cc2)n1
→ 1%&1% | 1.0%&3.0%
CC(=O)c1ccc(NC(=O)c2cc(S(=O)(=O)N3CCOCC3)ccc2Cl)cc1
→ -7% | 4.9%
CCCCN(CCCC)CCNC(=O)Cc1nc2c(c(=O)[nH]c(=O)n2C)n1C
→ -3% | 6.3%

Each structure is followed by: MKP-3 inhibition | Hsp70 displacement
CC1CN(C(=O)c2cccc(C(=O)N3CC(C)OC(C)C3)c2)CC(C)O1 (stereo not given)
→ -6% | 5.3%
CCOc1ccc(C(=O)CCNC(Cc2cnc[nH]2)C(=O)O)cc1 (stereo not given)
→ -6% | 3.1%
COc1ccc(-n2nnnc2SCC(=O)c2ccc3c(c2)OCCO3)cc1
→ / | 1.3%
COc1cc(/C=C2\Sc3ccccc3C2=O)ccc1OCC#N
→ 0% | -1.3%
CCOC(=O)CNS(=O)(=O)c1c(C)cc(C)cc1C
→ 1% | -2.8%
CC(=O)c1ccc(NC(=O)c2cc3nc(-c4ccc([N+](=O)[O-])cc4)cc(C(F)(F)F)n3n2)cc1
→ 4% | 0.8%
CN(c1ccccc1C(=O)Nc1cccnc1)S(C)(=O)=O
→ -3% | -0.9%
O=C(/C=C/c1ccc(-c2cccc(Cl)c2)o1)c1cccs1
→ 6% | -5.3%
Cc1cc(O)ccc1N=Cc1c(C)[nH]n(-c2ccccc2)c1=O
→ 0% | -3.1%
COc1ccc2c(=O)c(Oc3ccccc3Br)c(C(F)(F)F)oc2c1
→ 4% | -2.3%
C=CCSc1nc(C)c2cc(C)cc(C)c2n1
→ / | -0.9%
COc1ccc(N2C(=O)/C(=C\C(Br)=C\c3ccccc3)SC2=S)cc1
→ 0% | 4.4%
Cc1ccc(-c2cc(-c3ccc4c(c3)OCO4)c(C#N)c(N)n2)o1
→ 2% | -1.2%
Cn1c(SCC(=O)NCc2ccc3c(c2)OCO3)nnc1C1COc2ccccc2O1 (stereo not given)
→ -1% | 5.2%
O=C(Nc1cccc(NC(=O)c2ccc(-c3cccc(Br)c3)o2)c1)c1ccco1
→ 4% | -3.2%
Cc1cccc(C2=N/C(=C\c3ccc(OS(=O)(=O)c4ccccc4)cc3)C(=O)O2)c1
→ 8% | 3.9%
CN(C)c1ccc(NC(=O)COc2ccc3ccccc3c2)cc1
→ 2% | 1.1%
CCOCCc1nnc(NC(=O)c2cccc(F)c2)s1
→ 5% | 4.2%
CCOC(=O)N1CCN(c2cc(=O)n(-c3cccc(Br)c3)c(=O)[nH]2)CC1
→ -8% | 6.8%
COc1ccc(C(=O)Nc2ccccc2)cc1NC(=O)c1c(OC)cccc1OC
→ 0% | -1.9%

Each structure is followed by: MKP-3 inhibition | Hsp70 displacement
Cc1ccc(C(=O)OCC(=O)N2CC(=O)Nc3ccccc32)s1
→ -10% | -4.1%
COC(=O)c1ccc2c(=O)n(C3CCCCC3)c(SCC#N)nc2c1
→ 5% | -1.0%
CCCCNC(=O)CN(CCc1ccccc1)S(C)(=O)=O
→ / | 5.3%
CCCCNC(=O)C1CC(=O)N(c2ccc(CC)cc2)C1 (stereo not given)
→ -2% | 3.7%
CCC(C)[C@@H](C(=O)Nc1ccc2c(c1)OCO2)N1Cc2ccccc2C1=O (stereo not given in full)
→ 0% | 2.5%
OC1(c2ccc(F)cc2)CCN(Cc2nnnn2Cc2cccs2)CC1
→ -6% | 3.1%
Cc1cccc(C)c1N1CCN(S(=O)(=O)N2CCOCC2)CC1
→ / | 2.6%
Cc1ccc(C)c(CSc2nnc(-c3ccccn3)n2N)c1
→ 0% | 0.8%
CC1CC(Nc2ccccc2)c2ccccc2N1C(=O)c1cccnc1 (stereo not given)
→ / | -0.5%
O=C(/C=C/c1ccccc1)NC(=S)Nc1ccc(Br)cc1
→ 0% | 0.7%
Cc1ccc(CN2CCN(N=Cc3ccccc3[N+](=O)[O-])CC2)c(C)c1
→ 0% | -2.2%
C=CCOc1ccc(/C=C2\C(=O)N(C)C(C)=C2C(=O)OC)cc1OC
→ 4% | -1.1%
CCCOC(=O)CSc1nnc(-c2cc(OC)c(OC)c(OC)c2)o1
→ -6% | -4.1%
O=C(Nc1ccccc1)Nc1nnc(C(c2ccccc2)c2ccccc2)s1
→ -1% | 5.0%
O=C(COc1cccc(Cl)c1)NC1CCCCC1
→ 2% | -0.9%
Cc1ccc2c(CN3CCN(CCO)CC3)cc(=O)oc2c1C
→ / | 8.6%
COC(=O)c1cc(C)sc1NC(=O)c1cccnc1
→ -10% | -3.7%
CCCCn1c(-c2cc(Cl)ccc2OC)n[nH]c1=S
→ 1% | -0.6%
CC1CCCC(C)N1c1nnc(N)s1 (stereo not given)
→ -6% | 3.7%
N#C/C(=C(/O)COC(=O)Cc1c[nH]c2ccccc12)c1nc2ccccc2[nH]1
→ 0% | -6.8%

Each structure is followed by: MKP-3 inhibition | Hsp70 displacement
CC(=O)Oc1cc2c(cc1Cl)C1(CC(c3ccccc3Cl)O2)CC(C)(C)NC(=S)N1 (stereo not given)
→ / | 0.3%
O=C(NCC1CCCO1)/C(=C\c1ccco1)NC(=O)c1ccccc1 (stereo not given)
→ 1% | -0.3%
Cc1ccc(Nc2nc(-c3cccs3)cs2)cc1
→ 0% | 1.9%
Cc1ccc(S(=O)(=O)Nc2ccc(NC(=O)CN3CCCCC3)cc2)cc1
→ -10% | -5.3%
CC(C)NC(=O)NC(=O)COc1ncnc2sccc12
→ -1% | -2.9%
Fc1ccc2nc(N3CCCCC3)sc2c1
→ 11% | 4.5%
COc1ccc(CNC(=O)COc2ccc(S(=O)(=O)NC(C)C)cc2)cc1
→ -10% | -1.1%
CCCCC(=O)Nc1ccc(C(=O)NCCCn2ccnc2)cc1
→ -8% | -1.1%
O=C(O)C1CCCN(C(=O)NCc2ccccc2)C1 (stereo not given)
→ -1% | 0.7%
Cc1cc(C(=O)Nc2cccc(O)c2)c(C)o1
→ -8%&3% | 3.6%&6.6%
COc1cc(CNn2cnnc2)ccc1OCC(=O)NC(C)(C)C
→ / | 4.1%
COc1ccc(C/C(N)=N/OC(=O)CCc2ccccc2)cc1
→ 4% | 3.1%
CCOC(=O)c1ccccc1NC(=O)c1cccc(F)c1
→ / | 1.5%
CC(Sc1nc(N(C)C)nc(N2CCOCC2)n1)C(=O)Nc1ccccc1 (stereo not given)
→ 2% | 7.2%
COc1cccc(OCCn2cc(C(=O)c3ccco3)c3ccccc32)c1
→ -1% | -0.2%
Cc1cccc(Nc2nc(-c3ccc4c(c3)OCCO4)cs2)c1
→ / | -0.9%
COC(=O)c1cccc(NC(=O)c2cc[n+]([O-])cc2)c1
→ -1% | -0.9%
O=C(CSc1nnc(-c2cccnc2)n1Cc1ccco1)c1ccc(Cl)cc1
→ -10% | 0.0%
COC(=O)c1cc(NC(=O)/C=C/c2ccc(Cl)cc2)cc(C(=O)OC)c1
→ -4% | -1.6%
COc1ccc(S(=O)(=O)N(C)CC(=O)Nc2ccc3c(c2)OCO3)cc1OC
→ -8% | 0.6%

Compounds listed so far that have a thiophene ring, fused or not, in the order listed:
Each structure is followed by: MKP-3 inhibition | Hsp70 displacement
Cc1cc(C)c2cc(CN(Cc3cccs3)Cc3nnnn3CC3CCCO3)c(=O)[nH]c2c1 (stereo not given)
→ 2% | 3.9%
O=C(/C=C/c1ccc(-c2cccc(Cl)c2)o1)c1cccs1
→ 6% | -5.3%
Cc1ccc(C(=O)OCC(=O)N2CC(=O)Nc3ccccc32)s1
→ -10% | -4.1%
OC1(c2ccc(F)cc2)CCN(Cc2nnnn2Cc2cccs2)CC1
→ -6% | 3.1%
COC(=O)c1cc(C)sc1NC(=O)c1cccnc1
→ -10% | -3.7%
Cc1ccc(Nc2nc(-c3cccs3)cs2)cc1
→ 0% | 1.9%
CC(C)NC(=O)NC(=O)COc1ncnc2sccc12
→ -1% | -2.9%

(list continues)
Each structure is followed by: MKP-3 inhibition | Hsp70 displacement
O=C(NCCN1CCCCC1)/C(=N\O)c1ccccc1
→ -3% | 7.1%
COc1ccc(CCN(C(=O)CCC(=O)O)C2CC(=O)N(c3ccc(Cl)cc3)C2=O)cc1 (stereo not given)
→ 0% | 0.2%
CCc1ccc(N2CC34C=CC(O3)C(C(=O)OC)C4C2=O)cc1 (stereo not given)
→ 0% | 7.0%
O=C(/C=C\c1ccccc1)Nc1cccc(NC(=O)c2ccco2)c1
→ -1% | 6.3%
Cc1cccc(N2C(=O)NC(=O)/C(=C/c3cc4c(cc3Br)OCO4)C2=O)c1
→ 0% | 1.2%
CCCN(CCC)c1ccc(/C=C2\SC(=S)NC2=O)cc1
→ -5% | 3.2%
Cc1nn(Cc2ccccc2)c(N)c1C#N
→ -3% | 1.6%
CS(=O)(=O)N(CC(=O)NCCSc1ccc(Cl)cc1)c1ccc(Cl)cc1
→ 0% | 0.3%
C/C(N)=C(/C#N)C(=O)CSc1nnc(Nc2ccccc2C)s1
→ / | -2.3%
COc1ccc(C)cc1S(=O)(=O)N(C)CC(=O)Nc1ccccc1
→ 2% | 5.7%
Cn1c(Cn2cnc3ccccc32)nnc1SCc1ccccc1
→ 2% | -0.2%
O=C(O)CSCc1nc2ccccc2s1
→ -16% | 3.0%
Cc1nnc(Sc2c(N)n(C)c(=O)n(C)c2=O)s1
→ / | 9.3%
CCN(CC)S(=O)(=O)c1ccc(Cl)c(C(=O)Nc2ccc(OC)cc2)c1
→ 2% | 3.5%
CCCOC(=O)c1ccc(OCC(O)CN2CCN(C(=O)c3ccccc3)CC2)cc1 (stereo not given)
→ -6% | -8.4%
O=c1c2ccccc2sn1-c1ccc(S(=O)(=O)N2CCCCC2)cc1
→ -8% | 7.0%
CC(=O)N1CCN(c2ccc(Nc3nc(C)nc4c3oc3ccccc34)cc2)CC1
→ -12% | 2.0%
CCOC(=O)c1cc2c(=O)n3cccc(C)c3nc2n(CCCOC)c1=NC(=O)c1cccnc1
→ 0% | 12%
O=C(NN1C(=O)c2ccccc2C1=O)c1ccc2c(c1)C(=O)N(c1cccc([N+](=O)[O-])c1)C2=O
→ 0% | 2.5%
Cc1cc(OCC(=O)Nc2ccc3ccccc3c2)cc(C)c1Cl
→ 5% | 2.1%

Each structure is followed by: MKP-3 inhibition | Hsp70 displacement
O=C(Nc1cccc(Cl)c1Cl)c1cc2ccccc2o1
→ -2% | 2.1%
CCOC(=O)c1ccccc1NC(=O)CC(c1ccccc1)c1ccccc1
→ 4% | 6.5%
Cc1cc(NS(=O)(=O)c2ccc(CC(C)C)cc2)no1
→ / | 2.7%
CCOc1ccc(/C=N/Nc2nc(N3CCOCC3)nc(N3CCOCC3)n2)cc1OC
→ -1% | -0.1%
COc1ccc(OC)c(NC(=O)c2ccc(CN(c3ccc(C)c(C)c3)S(C)(=O)=O)cc2)c1
→ 1% | -0.7%
Cc1c(CCC(=O)O)c(=O)n2c([nH]c3ccccc32)c1C#N
→ / | 6.5%
COc1cc(NS(=O)(=O)c2ccc(F)cc2)c(C(=O)O)cc1OC
→ -3% | -2.7%
C/C(N)=C(/C#N)C(=O)CSc1nnc(SCc2ccc(Cl)cc2)s1
→ 3% | 4.1%
Cc1[nH]nc2c1C1(C(=O)N(Cc3ccc(Cl)cc3)c3ccccc31)C(C#N)=C(N)O2 (stereo not given)
→ -1% | 1.3%
O=C(NC1CCCCC1)N1CCCC(c2nc(-c3cccs3)no2)C1 (stereo not given)
→ / | -5.0%
COCCNCCOCCOc1ccc(Cl)c(C)c1
→ / | 3.2%
Cc1cc(C)n(-c2nc3ccccc3nc2N2CCN(C(=O)c3ccc(Cl)cc3)CC2)n1
→ 1% | 1.0%
C#CCOC(=O)C(NC(=O)c1ccccc1)=C(C)C
→ / | 0.0%

Bioassay records from PubChem BioAssay.
